Bioassay records as filed in PubChem BioAssay.
ALOX12 inh: blocks human arachidonate 12S-lipoxygenase; AID 1671190; actives 1.1% (n = 580,000); Potency, µM (highest dose often 108 µM), inactives show at the top dose activity change, negative = inhibition, usual class: inhibitors; P18054; purified 12hLO, xylenol orange hydroperoxide absorbance; active = well fitted inhibition curve with a large enough effect; inconclusive = small, poorly fitted or top-dose-only effect, or another doubt; inactive = no such curve, though single readings can be large or run the other way
Target sequence (P18054 whole entry, looked up): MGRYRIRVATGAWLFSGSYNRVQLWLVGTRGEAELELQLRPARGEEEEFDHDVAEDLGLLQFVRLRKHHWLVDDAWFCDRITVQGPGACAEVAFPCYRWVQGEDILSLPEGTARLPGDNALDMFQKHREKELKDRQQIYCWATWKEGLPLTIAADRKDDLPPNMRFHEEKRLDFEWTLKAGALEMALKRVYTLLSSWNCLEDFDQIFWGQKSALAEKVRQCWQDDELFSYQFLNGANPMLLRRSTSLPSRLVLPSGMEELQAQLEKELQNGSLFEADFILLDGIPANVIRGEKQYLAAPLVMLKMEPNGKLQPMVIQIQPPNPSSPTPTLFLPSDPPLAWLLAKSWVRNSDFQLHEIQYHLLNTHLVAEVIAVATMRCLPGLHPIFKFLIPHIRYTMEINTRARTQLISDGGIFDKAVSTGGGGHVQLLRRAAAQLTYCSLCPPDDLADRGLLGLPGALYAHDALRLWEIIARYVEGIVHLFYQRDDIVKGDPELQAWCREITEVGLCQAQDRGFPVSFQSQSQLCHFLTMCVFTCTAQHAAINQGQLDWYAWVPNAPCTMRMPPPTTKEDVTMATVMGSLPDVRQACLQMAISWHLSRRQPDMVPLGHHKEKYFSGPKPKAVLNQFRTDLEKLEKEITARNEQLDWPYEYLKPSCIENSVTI
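Purified human 12hLO (150 nM final) in 25 mM Hepes, 0.01% Triton X-100, pH 7.0 was preincubated 15 min at room temperature with compound. Then 40 uM arachidonic acid was added, 30 min. Hydroperoxide was read by Fe-XO absorbance ratio 573/405 nm.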
* = called active by the depositor; ? = inconclusive; [ ] = remark or other dose. % is scaled to controls: 0 for no effect and ±100 for the full control effect; potency is read from the fitted curve at half-maximal effect. The list is partial. The share of hits here may be higher or lower than overall.

ALOX12 inh	Molecule
60.8%[activator]	Cc1nc(Cn2ccnc2-c2cn(C3CCNCC3)nn2)cs1
-2.3%	CC(C)(C)OC(=O)N1CCC(NC(=O)c2[nH]cnc2C(=O)Nc2ccccc2F)CC1
7.1%	Cn1c(Cl)nc2c1c(=O)n(Cc1cccc(Cl)c1)c(=O)n2C
?	O=[N+]([O-])/C(=C(\Sc1ccc(Cl)cc1)c1ccccc1)c1ccccc1
-1.5%	O=C1NCC(=O)N2CCN(Cc3ccccc3-c3ccccc3)CC12 (stereo not given)
3.8%[6.33 µM]	O=C(Nc1ccccc1F)N1CC2CCC(C1)N2Cc1ccc(-c2ccccc2)cc1
-2.7%	NS(=O)(=O)c1ccc(N/N=C/c2ccc(Br)cc2)c([N+](=O)[O-])c1
-22.2%[57.4 µM]	O=C(CCc1ccc(O)cc1)c1c(O)cc(O)cc1O[C@@H]1O[C@H](CO)[C@H](O)[C@H](O)[C@H]1O
2.6%	CCCCn1c(=O)n(C(C)C(=O)Nc2ccc3c(c2)CCC3)c(=O)c2c1ncn2Cc1ccco1 (stereo not given)
8.7%	COCC(=O)N(C1CCOCC1)C1CCN(C(=O)c2cc(Cl)ccc2F)CC1
-7.1%	CN1OC[C@@H]2CN(C(=O)c3cccc4ccccc34)[C@H](c3ccccc3Br)C[C@@H]21
-29.8%	O=C(C=Cc1ccc2c(c1)OCO2)C1CC1

Further structures
ALOX12 inh	Molecule
15.7%	CN(C)[C@@H]1CN(C(=O)C2(c3ccccc3)CC2)C[C@H]1CO
73.9%[activator][176 µM]	O=C1NC2(CCN(C(=O)c3ccccc3F)C2)Oc2ccccc21 (stereo not given)
26.2%	CS(=O)(=O)N1CCC(C2CCN(C(=O)c3ccc4[nH]ccc4c3)C2)CC1 (stereo not given)
0.9%	Cc1ccc(Nc2nnc(SCc3nnc(C(C)(C)C)o3)s2)cc1
-1.7%	OC1CN(Cc2ccccc2)CCN(c2nc(-c3ccccc3)no2)C1 (stereo not given)
-8.1%	OC[C@@H]1CN(Cc2ccc(Cl)cc2)C[C@H](n2cnc3c(NCc4ccc(F)cc4)ncnc32)O1
43.4%	O=C1NCCCc2[nH]c(-c3csc(-c4cnccn4)n3)nc21
38.4%[activator]	CC(C)(CO)NC(=O)c1cc(-c2cccc3ccccc23)nc2ccccc12
33.7%[activator]	COc1ccc(CC(=O)N2CCN(c3cc(-c4cccs4)[nH]n3)CC2)cc1OC
-25.0%	Cc1[nH]c2ccccc2c1C(=O)c1c(N)[nH]c(C(=O)c2ccccc2)c1-c1ccc(Cl)cc1
?	Cc1ccc(C)c(-c2csc(-c3ccccc3)n2)c1
-22.1%	COCCNc1nc(Oc2ccc(NC(C)=O)cc2)c2sc(-c3ccccc3)cc2n1

(further entries)
ALOX12 inh	Molecule
6.4%	C[C@@H]1ON(C)[C@H]2C[C@H]3c4[nH]c5cccc(-c6ccccc6)c5c4CCN3C[C@@H]12
0.3%	C[C@@H]1CCCCO[C@@H](CN(C)S(=O)(=O)c2ccc(Cl)cc2)[C@@H](C)CN([C@H](C)CO)C(=O)c2cc(N(C)C)ccc2O1
6.4%	Cn1ncc(N2CCC(CNC(=O)C3(c4ccccc4)CCCC3)C2)cc1=O (stereo not given)
52.5%[activator]	CCCc1ccc(S(=O)(=O)N(C)CC2CCOC2)cc1 (stereo not given)
40.2%[activator]	Cc1cnc(C(=O)NC2C[C@H]3CC[C@@H](C2)N3C(=O)CC(C)C)cn1 (stereo not given in full)
2.5%	COc1ccc(C(C)=O)c(OCC(=O)NCCC2=CCCCC2)c1
?	Cc1cnc(C)c(-c2cc(O)c3c(c2)CN(C(=O)C2CCOC2)CCO3)n1 (stereo not given)
-0.5%[176 µM]	C#CCNC(=O)C[C@@H]1C[C@@H](C(C)C)[C@H](CNC(=O)c2ccccn2)C=C1C
171.3%[activator]	O=C1NCCCCCCN(Cc2ccncc2)[C@@H]2CN(C(=O)C3CCCCC3)CC[C@@H]12
-6.5%[176 µM]	O=C(Nc1ccc(F)cc1)N[C@H]1[C@H](O)[C@@H](Oc2ccccc2)[C@@H]2OC[C@H]1O2
0.0%	C[C@@H]1OCN(C)[C@H]2C[C@H]3c4[nH]c5cccc(-c6cccc(F)c6)c5c4CCN3C(=O)[C@@H]12
49.0%[activator]	CC(=O)N1CCN(Cc2nnc(C(C)(C)C)o2)CC1

(list continues)
ALOX12 inh	Molecule
?	CCCc1c(-c2ccc(Cl)cc2)ncn1CCc1ccccc1OC
135.2%[activator][176 µM]	Cc1cccnc1CNC[C@H]1O[C@@H]2C[C@@H](CC(=O)N3CCC(F)(F)C3)O[C@@H]2[C@@H]1O
-5.8%	CCCCN(CCCC)c1nc2c([nH]1)c(=O)[nH]c(=O)n2C
55.5%[activator]	Cn1cnc2c1c(=O)n(CCCSCc1ccc(Br)cc1)c(=O)n2C
0.1%[6.33 µM]	CN(C)C(=O)N1CCC2(CC1)CN(Cc1ccncc1)Cc1ccccc1O2
?	CCOc1ccccc1C1NC(=O)N(CC(=O)Nc2ccc(C)c(Cl)c2)C2=C1C(=O)OC2 (stereo not given)
2.3%	CCOc1ccc(-c2nc(CSCC(=O)N3CCc4ccccc43)c(C)o2)cc1
107.7%[activator]	O=C(CSc1nc2ccccc2nc1N1CCCC1)N1CCN(C2CCCCC2)CC1
58.6%[activator]	COc1cc2c(cc1CNCC1(O)CNCCOC1)OCCO2 (stereo not given)
-3.9%	C[C@H]1CCCCO[C@@H](CN(C)CC2CC2)[C@@H](C)CN([C@@H](C)CO)C(=O)c2cc(NS(=O)(=O)c3ccccc3)ccc2O1
?	Cc1cc(C)n(-c2ccc(C(=O)N3CCN(S(=O)(=O)c4ccc(Br)cc4Cl)CC3)cc2)n1
27.2%	O=C1CC2(CCN(C(=O)c3ccccc3F)CC2)CN1C/C=C/c1ccccc1

A draw from above in order of molar mass, lowest first:
ALOX12 inh	Molecule
2.3%	CCOc1ccc(-c2nc(CSCC(=O)N3CCc4ccccc43)c(C)o2)cc1
135.2%[activator][176 µM]	Cc1cccnc1CNC[C@H]1O[C@@H]2C[C@@H](CC(=O)N3CCC(F)(F)C3)O[C@@H]2[C@@H]1O
55.5%[activator]	Cn1cnc2c1c(=O)n(CCCSCc1ccc(Br)cc1)c(=O)n2C
?	CCOc1ccccc1C1NC(=O)N(CC(=O)Nc2ccc(C)c(Cl)c2)C2=C1C(=O)OC2 (stereo not given)
?	Cc1cc(C)n(-c2ccc(C(=O)N3CCN(S(=O)(=O)c4ccc(Br)cc4Cl)CC3)cc2)n1
-3.9%	C[C@H]1CCCCO[C@@H](CN(C)CC2CC2)[C@@H](C)CN([C@@H](C)CO)C(=O)c2cc(NS(=O)(=O)c3ccccc3)ccc2O1

Other results:
ALOX12 inh	Molecule
11.6%	COc1ccc(S(=O)(=O)NCCc2noc(-c3ccncc3)n2)cc1
0.3%[6.33 µM]	FC(F)(F)c1ccc(CN2CCC3(CC(c4cccnc4)=NO3)C2)cc1 (stereo not given)
83.1%[activator]	O=C(Nc1ccc2c(c1)OCCO2)N1CCCC(c2nc(C3CCOCC3)no2)C1 (stereo not given)
5.1%	COc1ccc(CNC(=O)C2Cc3c(-c4ccccc4Oc4ccccc4)ccnc3O2)cc1OC (stereo not given)
-37.8%	COc1ccc(C(=O)Oc2ccc(C(C)C)cc2)cc1Cl
-8.6%	CCOCCn1c(=O)n(CCCN(C)C)c2cc(C(=O)O)cnc21
-35.3%	N#Cc1ccccc1-c1ccc(CN2CCCC2)cc1
?	CCn1nc(C(=O)Nc2ccc(OCC(=O)N(C)C)cc2)c2ccccc2c1=O
?	O=C(NC1CCN(c2cc(-c3ccc(Cl)cc3)[nH]n2)CC1)c1ccc2[nH]ccc2c1
-2.5%	CCOc1cc(/C=C(\C#N)c2nc3ccccc3[nH]2)ccc1OC(C)CC (stereo not given)
58.3%[activator][176 µM]	COc1cccc(-c2nnnn2[C@H]2CO[C@H]3[C@@H]2OC[C@@H]3NC(=O)C2CCCCC2)c1
7.1%	CCCCn1nnnc1C(CCSC)N1CCN(C/C=C/c2ccccc2)CC1 (stereo not given)

(further entries)
ALOX12 inh	Molecule
-3.4%	CCc1ccc2oc(-c3ccc(C)c(N)c3)nc2c1
33.4%[activator]	CCN1C(=O)C2CC3(CCN(C(=O)c4cnc(C)cn4)CC3)CN2C1=O (stereo not given)
9.7%	CN(C)CC(O)c1cc2n(n1)CCCN(C(=O)c1cccc(N(C)C)c1)C2 (stereo not given)
?	COC(=O)C[C@H]1C[C@H]2c3cc(NS(=O)(=O)c4ccc(OC)cc4)ccc3O[C@H]2[C@H](CO)O1
?	Cc1cccc(N2CCN(C(C(=O)O)c3cn(C)c4cc(C(=O)O)ccc34)CC2)c1C (stereo not given)
?	CN1C(=O)C(n2ccc3ccccc32)c2cc(OC(F)(F)F)ccc21 (stereo not given)
3.8%	Cc1ccc(Cl)cc1N1C(=O)N(CC(=O)N2CCCCCC2)c2ccccc2S1(=O)=O
61.0%[activator]	CCCc1noc(-c2cccn3c(CNC(=O)c4ccc5cc[nH]c5c4)nnc23)n1
7.5%	CC(NC(=O)c1ccco1)C(=O)N1CCC(c2c[nH]c3ccccc23)CC1 (stereo not given)
-27.4%	CCCCCCC#CC#Cc1cccc(C(=O)O)c1
7.4%	CCC(O)c1cc2n(n1)CCN(C(=O)CCn1cnc3ccccc3c1=O)C2 (stereo not given)
?	COc1ccc(C(=O)N2CCC3(CC2)NC(=O)N(c2cccc(F)c2)N3)cc1OC

Carrying on.
ALOX12 inh	Molecule
-2.1%	Cc1cccc(Oc2coc3cc(OCC(=O)OCCC(C)C)ccc3c2=O)c1
12.8%	Cc1ccc(C(=O)N2CCCCCCNC(=O)[C@@H]3CCCC[C@@H]32)s1
?	CSc1ccc(NC(=O)c2ccc3c(c2)N(C)C2CCCCCN2C3=O)cc1 (stereo not given)
-4.6%	CC(C)NC(=O)CCn1cnc2sc3c(c2c1=O)CCCC3
18.5%	CC(=O)c1cccc(Nc2nc3ccccc3nc2NS(=O)(=O)c2ccccc2)c1
11.3%	Cc1ccc(CCN2C(=O)CCC2(C)C(=O)NCc2ccccc2)cc1 (stereo not given)
9.4%	CC(C)NC(=O)Nc1ccc(CN)cc1
-20.0%	COCCn1c(Cc2ccccc2)nnc1SCc1cc2ccccc2nc1Cl
?	Cc1ccc(C(=O)Nc2ccc(N(C)C)cc2)cc1C
3.4%[6.33 µM]	O=C(c1ccncc1)N1CC2CCC(C1)N2Cc1cccc(-c2cccs2)c1
-1.3%	COc1ccc(N2Cc3c(NCCc4ccccc4F)ncnc3N(C)CC2=O)cc1
76.9%[activator][176 µM]	COCc1cc(C[C@@H]2CC[C@H](O)[C@@H](CNC(C)C)O2)no1

Going on with the list.
ALOX12 inh	Molecule
?	Cc1ccc(C)c(NC(=O)CCNC(=O)C2CCCC2)c1
11.8%	COC[C@]1(O)CCN(C(=O)c2sc(OC)nc2C)CC1(C)C
-2.8%	Cc1ccc(OCn2ccc(C(=O)N3CCN(Cc4ccccc4F)CC3)n2)c(C)c1
19.6%	Cc1cc(C)c(NC(=O)CN(C)C(=O)c2cc3ccccc3oc2=O)c(C)c1
16.3%	COc1ccc(CN2CCC3(CC2)COc2ccccc2CN3)cc1
19.5%	O=C(NC1CCCC1)c1cc2cc([N+](=O)[O-])ccc2oc1=O
?	O=C1C=CC(=NN=C(c2ccccc2)c2ccccc2)C=C1
-22.8%[176 µM]	CC(C)c1noc([C@@H]2C[C@@H](O)CN2Cc2ccc(CO)o2)n1
-33.1%	CC(C)COCCCN
?	COc1ccc(O)cc1CN1CCC2(CCNCC2)C1
-25.3%	CCc1ccc(CNC(=O)c2cc(SC)ccc2C)s1
1.5%	COc1ccc(C)nc1-c1cnc2ccccc2c1

(more compounds)
ALOX12 inh	Molecule
6.8%	CSCC[C@H](NC(=O)Cc1ccc(N2CCCC2=O)cc1)c1nc2ccccc2[nH]1
-1.8%	Cc1ccc2oc(C(=O)Nc3cccc4cccnc34)c(C)c2c1
-1.8%	COC(=O)[C@@]12C[C@@H](CC(=O)N3CCN(C(=O)C4CC4)CC3)C(=O)N(Cc3ccco3)C1=CCC(C)(C)C2
28.8%	CC(C)(C)C(=O)NC1CCCc2c1[nH]c1ccc(F)cc21 (stereo not given)
-26.9%	CN(C(=O)CC(c1ccccc1)c1ccc(Cl)cc1)C1CCOCC1 (stereo not given)
8.2%	CCC(O)c1cc2n(n1)CCN(C(=O)c1cnn(-c3ccccn3)c1C)C2 (stereo not given)
14.8%	COc1cccc(CN2CCc3c(cc(C(=O)Nc4cc(C)ccc4OC)n3C)C2)c1
3.5%	COCc1ccc2c(c1)c(OC(C)(C)C(=O)NCc1cnccn1)nn2Cc1cccnc1
15.4%	COc1ccc(-c2cc(N3CCCN(C(=O)c4ccc(N(C)C)cc4)CC3)n[nH]2)cc1
6.6%	Cc1cccc(NC(=O)N2CCCC(c3nnnn3C)C2)c1 (stereo not given)
-11.6%	O=C(N[C@H]1C[C@@H]2OCC[C@H]12)c1ccccc1-c1nc(-c2ccccc2)no1
-8.8%	COc1ccc(CNC(=O)Cc2c(C)c3cc(Cl)c(OC)cc3oc2=O)cc1

Later entries.
ALOX12 inh	Molecule
-27.0%	O=C(CC1CCCCC1)N(Cc1ccc2cc[nH]c2c1)C1CC1
?	CC1(C)[C@H](Cc2cc(CN3CCN(c4ccccc4)CC3)on2)C[C@@H]1NC(=O)Nc1ccc(F)cc1
35.5µM*	O=C(Cn1nc(-c2ccc(F)cc2)ccc1=O)NC1CCCc2c1[nH]c1ccccc21 (stereo not given)
-8.7%	CC(OC(=O)Cn1[nH]c(=O)c2ccccc2c1=O)C(=O)Nc1cccc(Cl)c1Cl (stereo not given)
?	O=C(NCc1ccncc1)c1cc(C2CC2)nc2onc(C3CCNC3)c12 (stereo not given)
-0.5%	CCC(C)Nc1nc2c(c(=O)[nH]c(=O)n2C)n1Cc1ccccc1Cl (stereo not given)
?	Cn1c(=O)c2c(ncn2CC(=O)N2CC(C(=O)N3CCOCC3)Oc3ccccc32)n(C)c1=O (stereo not given)
